# EPAC1 antag = antagonists of human EPAC1; O95398; 0.14% of 360,000 active; AID 720709; EPAC1 GEF assay, Rap1b-BODIPY-GDP exchange fluorescence; Potency, µM (highest dose often 115 µM), without a hit: at the highest dose activity change, negative = inhibition, usual class: inhibitors;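 further: potency means the concentration at half of the fitted maximal effect; plate controls were vehicle for no effect and positive control for full effect; nearly all actives have a fitted effect of over 50% in size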
# PI5P4K alpha inh = blocks human PI5P4K alpha kinase activity; PI5P4Kalpha enzyme, ADP-Glo luminescence, 60 min; hits give low values; 1.2% of 330,000 active; max response, %; active means max response of -50% or lower; inconclusive means between -30% and -50%; inactive means -30% or higher; further: value at the top dose of about 77 µM; on the % scale 0 is the no-effect control and ±100 the full control effect
#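 ADP-Glo luminescence end-point after a 60 min room-temperature kinase reaction. PI5P4Kalpha and substrate in HEPES pH 7.4 buffer with EGTA, 0.1% CHAPS and 5% DMSO; ATP at 5 microM final.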
# IL2 activator = IL-2 activation; IL-2 activation reporter assay, cell-based qHTS; stimulated with anti-CD3/CD4/CD28 beads; in transgenic mouse T cells; activation, % (series mostly up to about 46 µM); 0.065% of 360,000 active; AID 652025; in the data active means activation above about 50%; inconclusive means mostly about 30% to 49%; further: 0% is about no effect
#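 Quantitative HTS in unstimulated transgenic mouse T cells, with memory T cells as non-tolerant control and PMA/ionomycin as tolerance-bypass control. Compound pretreatment lasted 60 minutes before 18 h bead stimulation; EGFP/DsRed fluorescence read.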
# WRN helicase inh = inhibitors of human WRN helicase; Q14191; AID 651768; WRN helicase unwinding, fluorescent forked duplex, kinetic; Potency, µM (doses to about 114 µM), inactives show top-dose activity change, negative = inhibition, hits mostly inhibitors; 0.46% of 360,000 active; further: potency means the concentration at half of the fitted maximal effect; on the % scale 0 is the no-effect control and ±100 the full control effect; nearly all actives have a fitted effect of over 55% in size
# Target sequence (Q14191 whole entry, looked up): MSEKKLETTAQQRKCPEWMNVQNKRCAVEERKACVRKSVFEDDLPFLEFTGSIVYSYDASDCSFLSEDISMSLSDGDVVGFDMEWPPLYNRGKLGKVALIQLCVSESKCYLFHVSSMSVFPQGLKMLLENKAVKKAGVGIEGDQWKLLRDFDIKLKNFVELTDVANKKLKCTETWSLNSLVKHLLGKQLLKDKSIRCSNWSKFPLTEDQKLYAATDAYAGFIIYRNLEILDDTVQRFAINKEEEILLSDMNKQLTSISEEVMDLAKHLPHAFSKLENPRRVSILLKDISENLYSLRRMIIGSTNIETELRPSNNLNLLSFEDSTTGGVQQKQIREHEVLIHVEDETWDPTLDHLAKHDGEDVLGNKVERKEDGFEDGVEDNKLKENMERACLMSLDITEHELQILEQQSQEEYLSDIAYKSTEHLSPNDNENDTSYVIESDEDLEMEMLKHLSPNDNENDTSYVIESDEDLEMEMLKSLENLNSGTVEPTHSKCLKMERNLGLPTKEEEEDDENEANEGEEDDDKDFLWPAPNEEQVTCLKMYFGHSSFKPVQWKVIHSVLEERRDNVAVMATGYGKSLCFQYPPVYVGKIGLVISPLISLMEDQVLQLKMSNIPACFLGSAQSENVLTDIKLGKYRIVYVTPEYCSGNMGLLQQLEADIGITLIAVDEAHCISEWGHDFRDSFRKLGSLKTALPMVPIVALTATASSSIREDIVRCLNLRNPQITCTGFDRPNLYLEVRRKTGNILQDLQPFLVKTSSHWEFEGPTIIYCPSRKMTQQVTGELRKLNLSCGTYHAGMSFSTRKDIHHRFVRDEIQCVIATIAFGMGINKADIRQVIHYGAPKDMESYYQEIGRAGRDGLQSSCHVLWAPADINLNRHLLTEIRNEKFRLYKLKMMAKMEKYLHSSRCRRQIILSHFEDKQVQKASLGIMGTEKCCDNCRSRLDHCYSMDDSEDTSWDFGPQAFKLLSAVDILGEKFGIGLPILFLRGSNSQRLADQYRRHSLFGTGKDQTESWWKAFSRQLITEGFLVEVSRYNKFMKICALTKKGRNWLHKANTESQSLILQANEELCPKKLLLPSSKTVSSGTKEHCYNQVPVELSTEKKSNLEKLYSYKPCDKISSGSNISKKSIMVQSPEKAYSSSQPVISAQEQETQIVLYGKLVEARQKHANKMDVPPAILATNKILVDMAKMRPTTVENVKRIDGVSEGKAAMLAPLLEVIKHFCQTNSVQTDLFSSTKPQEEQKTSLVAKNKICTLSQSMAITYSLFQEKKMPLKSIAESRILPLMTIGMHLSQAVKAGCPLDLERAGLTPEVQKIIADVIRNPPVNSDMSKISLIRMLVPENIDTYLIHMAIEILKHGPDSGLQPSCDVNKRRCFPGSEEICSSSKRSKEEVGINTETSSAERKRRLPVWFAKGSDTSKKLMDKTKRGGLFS
#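 Enzyme (20 nM final) and test compound sit together 15 min at room temperature before substrate addition. Substrate is a single-forked duplex oligonucleotide (100 nM) labelled with fluorophore and quencher, with 2 mM ATP; helicase unwinding raises red fluorescence, read kinetically.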
# EPAC1 ag = agonists of human EPAC1 | Potency, µM (series often up to 154 µM), for inactives: top-dose activation, actives largely listed as activators | EPAC1 agonist qHTS, biochemical assay; response scale: 100% = response to 6.5 mM cAMP | O95398 | 0.073% of 360,000 active; further: potency means the concentration at half of the fitted maximal effect; nearly all actives have a fitted effect of over 60% in size
#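 Nucleotide exchange by EPAC1 (100 nM) on Rap1B–BODIPY-GDP (250 nM) in the presence of 50 uM GDP is tracked fluorescently at 480/540 nm over 30 min. Signals are normalized to a 6.5 mM cAMP control.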
# Abeta rescue = A-beta toxicity reversal in yeast; Potency, µM (highest dose often 46.1 µM), without a hit: at the top dose growth rescue, hits mostly activators; yeast expressing A-beta42, growth rescue, OD600, 48 h; response scale: 0% DMSO, 100% iron-clioquinol control; 0.063% of 410,000 active; further: potency means the concentration at half of the fitted maximal effect; nearly all actives have a fitted effect of over 55% in size
#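 Growth rescue measured by 600 nm absorbance after 48 h yeast culture at 30 C with compound. Values normalized between DMSO and an equimolar ferric chloride plus clioquinol control.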
# FUS yeast rescue = suppressors of FUS proteinopathy in yeast | S. cerevisiae FUS-expressing, growth rescue, OD600, 24 h | Potency, µM (highest dose often 76.6 µM), for the others: at the top dose growth rescue (activation), most hits filed as activators | 0.24% of 390,000 active | AID 1347120;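 further: potency means the concentration at half of the fitted maximal effect; plate controls were DMSO vehicle for no effect and reference control for full effect; nearly all actives have a fitted effect of over 55% in size; some results filed as inactive show a strong effect at the top dose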
#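 Read-out: OD at 600 nm after 24hr at 30C, reporting rescue of FUS-induced yeast toxicity. Cells at OD 0.005 in galactose (2%) minimal medium; compounds tested in a dilution series; CP55940 titration from 92uM final as control.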
# PLK1 PBD inh = blocks phosphopeptide binding to human PLK1 polo-box domain. P53350. Plk1 PBD binding of FITC phosphopeptide, fluorescence polarization. Potency, µM, inactives show max response, negative = inhibition, hits mostly inhibitors. 2.8% of 360,000 active; further: potency means the concentration at half of the fitted maximal effect; series mostly up to about 57 µM; on the % scale 0 is the no-effect control and ±100 the full control effect; nearly all actives have a fitted effect of over 65% in size
# Numbers without * were called inactive; ? = inconclusive; · = not tested or not shown; & = joins results of further samples; [ ] = another dose, or the depositor's remark. Unless noted, the call rests on the fitted dose curve; in most records, active means well fitted curve in the direction sought with a large enough effect; inconclusive means small, poorly fitted or top-dose-only effect, or another doubt; inactive means no such curve, though single readings can be large; an effect the other way counts as inactive or inconclusive. The order is random (roughly 4.1% active in at least one column).
cpd	SMILES	EPAC1 antag	PI5P4K alpha inh	IL2 activator	WRN helicase inh	EPAC1 ag	Abeta rescue	FUS yeast rescue	PLK1 PBD inh
1	O=C(O)/C(=C\c1ccc(Cl)c([N+](=O)[O-])c1)c1ccc(S(=O)(=O)N2CCCCC2)s1	2%	-24	-5.0	-4%[11.6 µM]	-3%	-13%	-18%	?
2	O=C(OCc1cn([C@@H]2C[C@H](c3ccc(Cl)cc3)N(C(=O)C3CCCCC3)C[C@H]2O)nn1)c1ccccc1	-6%	7	-1.0	-5%	-3%	4%	45%	-1%
3	CCCC(C(=O)c1ccccc1)n1cncn1 (stereo unspecified)	3%	2	-3.3	8%	-6%	-10%	16%	-4%
4	CC1CN(CC(=O)Nc2ccccc2Sc2ccccc2)CC(C)O1 (stereo unspecified)	-10%	14	0.1	9%	-10%	-6%	·	3%
5	CC(C)Nc1nc(-c2ccccc2CO)c2sccc2n1	-13%	-1	-0.6	1%	-4%	-4%	-9%	-7%
6	N/C(=N\OC(=O)CCc1ccccc1)c1cccnc1	-9%	0	0.7	-11%	-5%	-3%	-18%	-17%
7	O=C1C2CCCCC2C(=O)N1Cc1ccccc1 (stereo unspecified)	5%	-6	0.9	1%	1%	6%	-24%	1%
8	O=C(CSc1nc2ccccc2c(=O)n1Cc1ccco1)c1ccc(F)cc1	4%	·	0.6	0%	7%	15%	22%	-10%
9	COCOCCn1cc(CN2CCS(=O)(=O)N(Cc3ccc(-c4ccncc4)cc3)C(CC(C)C)C2=O)nn1 (stereo unspecified)	-1%	-7	-1.1	-7%	4%	3%	-9%	-14%
10	CC(=O)Nc1cccc(Nc2cnccn2)c1	5%	-2	1.3	3%	3%	-15%	-23%	-9%
11	O=C(Nc1ccc(Cl)cn1)c1ccc(Br)c(S(=O)(=O)N2CCCCC2)c1	-3%	0	-3.2	0%	0%	1%	-10%	-10%
12	CCCCNC(=O)c1cc2ccccc2s1	-4%	1	-2.6	-9%[57.1 µM]	3%	4%	-5%	-1%
13	O=C(c1cccc(F)c1)N1CCC(c2nc3ccccc3s2)CC1	-2%	1	0.8	9%	9%	21%	-15%	-21%
14	Cc1ccc(C(=O)NC2CCCCCC2)cc1N1CCCC1=O	19%	2	-1.0	9%	-5%	-3%	9%	-1%
15	Cn1c(N)c(C(=O)CSc2nnc(C3CC3)n2-c2ccccc2)c(=O)n(C)c1=O	-4%	-4	1.5	8%	3%	-6%	·	-4%
16	Cc1ccc(C(=O)O/N=C\c2ccc(N3CCOCC3)c([N+](=O)[O-])c2)cc1	10%	-4	1.0	0%	-1%	5%	·	-1%
17	CCCC(=O)n1nc(-c2cccnc2)nc1NCc1cccs1	2%	2	-3.0	-3%	-5%	3%	7%	-11%
18	O=C(c1ccc([N+](=O)[O-])cc1)N1CCN(C2=NS(=O)(=O)c3ccccc32)CC1	2%	1	3.6	3%	-22%	-7%	13%	2%
19	CCCSc1ncnc2c1oc1ccccc12	5%	·	-1.6	-4%	17%	-3%	9%	-2%
20	CCn1nnnc1SCC(=O)c1ccc(C)cc1C	-8%	-4	0.5	3%	-15%	4%	2%	-2%
21	CC(NCc1cccs1)C(=O)Nc1cc(Cl)cc(Cl)c1 (stereo unspecified)	-3%	0	0.2	-35%	9%	-2%	7%	-5%
22	COC(=O)C1=C(C)N(CCc2c[nH]c3ccc(OC)cc23)C(=O)C1	6%	8	0.4	-8%	-6%	-8%	42%	-7%
23	O=C(CN1C(=O)CSc2ccccc21)N1CCc2ccccc21	1%	·	0.8	4%	6%	0%	26%	-4%
24	O=C(O)c1ccc2c(c1)N(Cc1ccccc1)C(=O)c1ccccc1S2	-2%	?	1.1	-1%	-1%	-1%	16%	?
25	CS(=O)(=O)c1ccc(Cl)c(NC(=O)CSc2nc3ccccc3c(=O)n2CCCN2CCOCC2)c1	-17%	0	0.5	1%	-10%	-17%	2%	-5%
26	CC(C)Oc1ccc(CNC(=O)CCCN2C(=O)C(c3ccccc3)Oc3cccnc32)cc1 (stereo unspecified)	-10%	0	1.0	-2%	-3%	12%	31%	-8%
27	CC(=O)Nc1ccc(NC(=O)C(NS(=O)(=O)c2ccc3c(c2)OCCO3)C(C)C)cc1 (stereo unspecified)	-4%	-5	-0.1	14%	9%	-17%	28%	0%
28	CC1=C(C(=O)N2CCOCC2)CC(CC(=O)NCc2cccc3ccccc23)C(=O)N1Cc1ccc(C(C)(C)C)cc1 (stereo unspecified)	-11%	14	-0.2	-8%	-9%	1%	?	2%
29	CC(=O)c1c(C)[nH]c(=S)c(C#N)c1-c1ccc(F)cc1	10%	-20	0.7	1%	8%	?	28%	-9%
30	CCCCOc1ccc(C(=O)N2CCN(c3ccc(N4CCOCC4)nn3)CC2)cc1	-7%	2	0.1	-4%	-3%	-10%	18%	0%

# Record cards (already shown). Order of values: EPAC1 antag | PI5P4K alpha inh | IL2 activator | WRN helicase inh | EPAC1 ag | Abeta rescue | FUS yeast rescue | PLK1 PBD inh
# O=C(O)c1ccc2c(c1)N(Cc1ccccc1)C(=O)c1ccccc1S2 across the screens: -2% | ? | 1.1 | -1% | -1% | -1% | 16% | ?
# CCCC(=O)n1nc(-c2cccnc2)nc1NCc1cccs1 across the screens: 2% | 2 | -3.0 | -3% | -5% | 3% | 7% | -11%

# Other results
cpd	SMILES	EPAC1 antag	PI5P4K alpha inh	IL2 activator	WRN helicase inh	EPAC1 ag	Abeta rescue	FUS yeast rescue	PLK1 PBD inh
31	Cc1ccc(S(=O)(=O)N(C)C)cc1NC(=O)COC(=O)CC1CCCC1	-14%	2	-1.8	8%	9%	3%	5%	-5%
32	COc1ccc(N(CC(=O)NCCSCc2ccc(C)cc2)S(=O)(=O)c2ccccc2)cc1	-5%	4	-0.9	-22%	24%	8%	11%	-8%
33	O=C(NCc1ccccc1)c1cnc(-c2ccccn2)nc1C(F)(F)F	7%	-2	-1.3	1%	-1%	-8%	18%	-5%
34	CC1(C(=O)NC2CCCC2)CCC(=O)N1Cc1ccc2c(c1)OCO2 (stereo unspecified)	?	·	-1.4	1%	2%	-8%	10%	-4%
35	COc1ccc(CNC(=O)CCCn2nc(C)c3c(C)n(-c4ccccc4)nc3c2=O)cc1	3%	-1	-2.0	-3%	0%	13%&10%	30%&32%	-11%
36	COc1cccc(C(=O)NCCC2=CCCCC2)c1OC	12%	3	0.5	7%	-7%	-13%	9%	-6%
37	O=[N+]([O-])c1cc(Cl)ccc1NCCNc1ncc(C(F)(F)F)cc1Cl	-7%	26	0.9	-9%	-1%	1%	·	3%
38	Cc1nnc(SCCn2c(N3CCCCCC3)nc3c2c(=O)[nH]c(=O)n3C)s1	26%	4	-2.5	-9%	-4%	3%	8%	-2%
39	NC(=O)c1cc2ccccc2o/c1=N/NC(=O)c1cccs1	-9%	0	0.4	-8%	3%	5%	-18%	3%
40	COC(=O)c1cccc(N(CC(=O)NC2CCCCC2)C(=O)CNC(=O)c2cccs2)c1	-4%	-2	0.0	3%[57.1 µM]	8%	4%	-2%	-3%
41	Nc1cccnc1Sc1cccc(Cl)c1	-8%	-16	-2.4	?	6%	-27%	-4%	?
42	Cc1ccccc1OCC(=O)NCC(c1ccco1)N1CCCCC1 (stereo unspecified)	-18%	0	-0.8	10%	-2%	13%	-8%	-7%
43	S=C(Nc1ccc(Br)cc1Cl)N1CCN(c2ccccn2)CC1	4%	8	-0.8	-17%	2%	1%	-6%	-7%
44	Cc1ccc(S(=O)(=O)N2CCCC2C(=O)N2CCCCCC2)cc1 (stereo unspecified)	1%	6	-0.5	-11%	-1%	-5%	4%	-6%
45	N=c1ccccn1CC(O)COc1ccccc1 (stereo unspecified)	6%	-4	1.6	-14%[57.1 µM]	-4%	-2%	-33%	-8%
46	COc1cc(N2CCCC2)c(OC)cc1/C=C(/C#N)c1ccc(Br)cc1	18%	·	4.7	-23%	-5%	15%	38%	-4%
47	CC(C)(c1ccc(O)cc1)c1ccc(O)c(C(=O)O)c1	-3%	-27	1.3	-4%	-8%	5%	-8%	-6%
48	Nc1nnnn1/N=C/c1cc([N+](=O)[O-])ccc1O	10%	-21	0.2	-6%	-1%	-42%[inhibitor]	9%	-5%
49	Cc1ccc(NC(=O)NC(=O)CN2CCN(c3ccc(O)cc3)CC2)c(C)c1	7%	-24	0.6	-6%	2%	4%	21%	-8%
50	COc1cccc(Nc2ncnc3onc(-c4ccccc4OC)c23)c1	6%	-2	-0.6	2%	-8%	4%	-30%	-12%
51	CCc1cc(CNC(=O)C2CCC(=O)N(Cc3ccccc3F)C2)on1 (stereo unspecified)	16%	2	-2.2	17%	-3%	7%	-21%	5%
52	CC(=O)c1c(C)[nH]c(C(=O)N2CCN(S(=O)(=O)c3ccc(C)cc3C)CC2)c1C	2%	1	1.4	5%	-9%	-6%	17%	-7%
53	Cc1ccccc1C(=O)Nc1cc(C(F)(F)F)ccc1-n1cncn1	-2%	6	0.6	-4%	2%	5%	-2%	5%
54	Cc1ccc(/C=C2\SC(=S)N(/N=C/c3cc([N+](=O)[O-])ccc3O)C2=O)o1	?	-84*	-0.2	35µM*	6%	-43%[inhibitor]	·	12µM*
55	CC(Oc1ccc(Cl)cc1Cl)C(=O)NCCN1CCOCC1 (stereo unspecified)	12%	·	0.2	1%	-5%	28%	16%	-1%
56	O=C(N1CCCCC1)N1CCN(C(=O)N2CCCCC2)CC1	-24%	1	-5.1	11%	-11%	-2%	13%	-11%
57	CC(C)(C)C(=O)N1CCN(C(c2ccccc2)c2ccccc2)CC1	-9%	4	-3.3	1%	2%	-6%	8%	-2%
58	CC(C)(C)OC(=O)[C@H](Cc1ccccc1)NC(=O)c1[nH]cnc1C(=O)Nc1cccc(Cl)c1	-23%	31	-0.7	-11%	-28%	-2%	?	-9%
59	O=C(NN1C(=O)c2ccc(-c3ccc4c(c3)C(=O)N(NC(=O)c3cccnc3)C4=O)cc2C1=O)c1cccnc1	-19%	?	0.4	-32%	-3%	3%	27%	-2%
60	CCc1cccc(CC)c1NC(=O)COC(=O)C1(C)CC1(Cl)Cl (stereo unspecified)	-9%	2	0.9	-5%	0%	27%	-29%	1%
61	CCc1nnc(NC(=O)c2ccc(S(=O)(=O)N3CCCc4ccccc43)cc2)o1	-7%	·	-1.7	-8%	6%	?	31%	-10%
62	Cc1ccnc(NC(=O)C2CCCN(c3ncnc4c3nc3n4CCCCC3)C2)c1 (stereo unspecified)	-11%	0	-4.6	0%	-4%	3%	7%	-23%
63	COc1cc2cc(C(=O)N3CCC(Cc4ccccc4)CC3)[nH]c2cc1OC	-2%	4	-1.1	9%	1%	4%	-32%	2%

# From PubChem
